Screens (PubChem)
sPLA2-III inh – human group III sPLA2 inhibitors, primary screen, biochemical, QFRET, BODIPY PC-A2 liposome substrate; inhibition, % at 12.2 µM; QFRET BODIPY PC-A2 liposome hydrolysis, fluorescence; 370,000 tested, 0.56% active; Group 3 secretory phospholipase A2 (Homo sapiens), Q9NZ20;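 active means inhibition above mean plus 3 SD of compounds lying within the high and low control bounds, cut at about 19% in these data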;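 further: 0% = median of test compound wells and 100% = no enzyme DMSO wells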
Target sequence (Q9NZ20 whole entry, looked up): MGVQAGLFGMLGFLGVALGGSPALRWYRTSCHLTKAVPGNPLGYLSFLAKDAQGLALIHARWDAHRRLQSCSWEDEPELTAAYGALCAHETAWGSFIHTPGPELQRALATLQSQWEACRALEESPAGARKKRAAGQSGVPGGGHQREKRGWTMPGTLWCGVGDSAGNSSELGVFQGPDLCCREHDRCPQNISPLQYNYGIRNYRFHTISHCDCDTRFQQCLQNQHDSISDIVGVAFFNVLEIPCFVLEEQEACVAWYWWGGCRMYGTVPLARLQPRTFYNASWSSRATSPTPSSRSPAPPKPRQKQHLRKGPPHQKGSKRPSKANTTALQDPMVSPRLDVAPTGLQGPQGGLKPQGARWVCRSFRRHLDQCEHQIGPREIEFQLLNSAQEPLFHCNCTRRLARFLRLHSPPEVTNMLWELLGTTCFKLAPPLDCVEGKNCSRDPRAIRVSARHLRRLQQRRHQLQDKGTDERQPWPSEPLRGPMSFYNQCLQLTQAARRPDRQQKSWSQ
hgDAF12 agonist – H. glycines DAF-12 receptor agonists, primary screen, cell-based, luminescence, HEK293, GAL4 fusion, UAS-luciferase; activation, % at 6.8 µM; 370,000 tested, 1.8% active; HEK293 GAL4-hgDAF12 UAS-luciferase reporter, agonist luminescence; normalized to butyrate control; AID 687014, 2013; Nuclear hormone receptor DAF-12 (Heterodera glycines), GAL4 fusion;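 active means activation above a cutoff set at the mean of all screened compounds plus 3 SD, cut at about 10% in these data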;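 further: 0% = DMSO wells and 100% = sodium butyrate wells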
proKLK7 act – proKLK7 zymogen activators, primary screen, biochemical, fluorescence intensity. Kallikrein-7 (Homo sapiens), P49862. purified proKLK7, EDANS-DABCYL substrate fluorescence; 100% is mature enzyme control, 0% vehicle. activation, % at 7 µM. 370,000 tested, 0.9% active. AID 652039, 2013;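 active means activation above the mean of all tested compounds plus 3 SD, computed per campaign excluding outliers beyond control limits, cut at about 13% in these data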
Target sequence (P49862 whole entry, looked up): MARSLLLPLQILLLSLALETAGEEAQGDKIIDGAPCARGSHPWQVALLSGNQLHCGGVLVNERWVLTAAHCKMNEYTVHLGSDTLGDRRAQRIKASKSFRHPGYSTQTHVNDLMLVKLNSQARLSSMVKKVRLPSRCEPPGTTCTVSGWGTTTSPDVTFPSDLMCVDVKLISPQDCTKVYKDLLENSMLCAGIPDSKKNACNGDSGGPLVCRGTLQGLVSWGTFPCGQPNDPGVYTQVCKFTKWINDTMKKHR
DAX1 inh-1 – DAX1 (NR0B1) inhibitors, primary screen, cell-based, HEK293, Gal4-DAX1, luciferase luminescence. HEK293 Gal4-DAX1 luciferase reporter. inhibition, % at 6.75 µM. AID 504766, 2011. 340,000 tested, 0.99% active;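 active means inhibition above the mean over all tested compounds plus 3 SD, cut at about 4.2% in these data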;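 further: 0% = DAX1-transfected cells with DMSO and 100% = empty-vector control cells with DMSO; inhibition shows as a rise in luminescence from relieved DAX1 repression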
Target sequence (P51843 207-470 limits assumed): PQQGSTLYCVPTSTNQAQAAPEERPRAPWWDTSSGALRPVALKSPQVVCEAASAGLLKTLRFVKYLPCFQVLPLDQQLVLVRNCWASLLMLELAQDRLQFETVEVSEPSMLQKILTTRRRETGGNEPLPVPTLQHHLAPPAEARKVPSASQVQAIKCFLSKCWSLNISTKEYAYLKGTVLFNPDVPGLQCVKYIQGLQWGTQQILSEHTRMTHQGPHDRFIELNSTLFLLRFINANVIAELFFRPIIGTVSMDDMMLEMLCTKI
GAA850 FXN act – FXN promoter activators, primary screen, cell-based, luciferase luminescence, HEK293 lucGAA850; 360,000 tested, 0.56% active; activation, % at 6 µM; HEK293 lucGAA850 FXN promoter luciferase reporter, 24 h; percent of 10 µM SAHA response;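 active means activation above the average of all compounds screened plus 3 SD, cutoff fixed separately per campaign, cut at about 7.5% in these data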;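 further: 0% = DMSO wells and 100% = 10 µM SAHA wells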
hcDAF12 agonist – H. contortus DAF-12 nuclear receptor activators, primary screen, cell-based, luminescence, HEK293, lit1-tk-luc reporter | 370,000 tested, 1.4% active | HEK293 hcDAF-12 lit1-tk-luc reporter; 0% DMSO, 100% Δ7-dafachronic acid | activation, % at 6.8 µM;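 active means activation above the mean of all tested compounds plus 3 SD, cut at about 5.5% in these data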;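 further: 100% = response to 3 µM Δ7-dafachronic acid high control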
SMARCA2 activ – SMARCA2 (BRM) function activators, primary screen, cell-based, luminescence, high throughput | MG213 cells, MMTV-luciferase reporter, dexamethasone, overnight | activation, % at 9.1 µM | 370,000 tested, 1% active; in the data active means activation above about 7.8%;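 further: 0% = vehicle wells and 100% = reference activator wells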
GC-A act – GC-A stimulated cGMP production enhancers – HEK293 GC-A cells, cGMP TR-FRET, EC30 ANP, primary screen | Atrial natriuretic peptide receptor 1 (Homo sapiens), P16066 | 0% at EC30 ANP, 100% saturating ANP | activation, % at 10 µM | 370,000 tested, 0.14% active; in the data active means activation above about 40%
GC-B act – human GC-B receptor activators, primary screen, HEK293 GC-B cells, cGMP TR-FRET, EC30 CNP; 0% at EC30 CNP, 100% saturating CNP; activation, % at 10 µM; 370,000 tested, 0.11% active;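 active means activation at 10 µM reaching about 35% in either raw or pattern-adjusted values, limit read from the data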
ssDAF12 agonist – S. stercoralis DAF-12 nuclear receptor activators, primary screen, cell-based, luminescence, HEK293, GRIP1 co-expression, lit1-tk-luc; HEK293 ssDAF-12/GRIP1 lit1-tk-luc reporter; % of 3 µM dafachronic acid response; activation, % at 6.8 µM; 370,000 tested, 1% active; AID 652126, 2013;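 active means activation above the mean over all tested compounds plus 3 SD, cut at about 0.9% in these data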;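 further: 0% = DMSO-only wells and 100% = 3 µM delta7-dafachronic acid wells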
DAX1 inh-2 – DAX1 (NR0B1) inhibitors on StAR promoter, primary screen, cell-based, luminescence, SF-1 (NR5A1), full-length DAX-1 | HEK293T StAR-luciferase reporter, SF-1/DAX-1 repression relief | inhibition, % at 6.8 µM | 370,000 tested, 1.1% active | AID 652010, 2013;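 active means inhibition above the mean over all tested compounds plus 3 SD, cut at about 3.6% in these data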;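 further: 0% = DAX-1 cells with DMSO and 100% = cells lacking DAX-1 with DMSO; higher inhibition means more luminescence from relief of DAX-1 repression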
Active calls of the source: *; · = no result given. Outcome played no part in choosing rows, and some 6.7% of all compounds hit somewhere here.

SMILES	sPLA2-III inh	hgDAF12 agonist	proKLK7 act	DAX1 inh-1	GAA850 FXN act	hcDAF12 agonist	SMARCA2 activ	GC-A act	GC-B act	ssDAF12 agonist	DAX1 inh-2
CCC1SC2=NC(C)=C(C(=O)OC)C(c3ccc(C)cc3)N2C1=O (configuration not stated)	-19	-2.0	-0.5	1.3	1.4	-0.2	1	-5	-16	-1.3	0.1
CC1C(=O)N(Cc2cn(Cc3ccco3)nn2)CCS(=O)(=O)N1Cc1ccc(-c2ccc(F)cc2)cc1 (configuration not stated)	-18	0.5	0.6	0.6	0.5	-1.7	-2	11	4	-1.6	-0.1
COc1ccc(OCC(=O)Nc2ccc(S(=O)(=O)Nc3cc(C)on3)cc2)cc1	-5	-0.8	-0.3	-0.8	1.8	1.2	-1	2	-1	-0.5	1.4
C#CCN1CC(N(C)CCOC(=O)c2occ3ccccc23)CS1(=O)=O (configuration not stated)	3	-1.6	0.5	·	·	-2.0	4	-1	-9	-1.4	0.6
N#Cc1cc2c(nc1S(=O)(=O)Cc1ccccc1)CCCC2	-2	0.6	-0.3	-0.8	0.5	-2.5	-2	-2	1	-1.4	0.3
COC(=O)[C@@]12C[C@@H](CC(=O)NCCc3ccccc3OC)C(=O)N(CCc3ccc(OC)c(OC)c3)C1=CCC(C)(C)C2	-16	-0.4	-0.6	·	·	-3.0	-4	-7	-3	-1.4	0.0
CCOc1nc2cnccc2n(CC(=O)Nc2cccc(C)c2)c1=O	4	-1.0	-0.2	0.4	0.0	-0.7	1	2	4	-1.0	0.2
O=C(Nc1nc2c(s1)CCCC2)c1ccc2ncsc2c1	-3	16*	-24	0.2	1.3	6.2*	1	0	-5	1.0*	8.0*
CCC(=O)N1CCC1(C)C(=O)NCc1ccc(SC)cc1 (configuration not stated)	-1	-1.8	0.5	·	-1.7	-2.1	4	1	-2	-1.1	0.3
Cn1c(SCc2cc(=O)[nH]c3ccccc23)nnc1-c1ccco1	6	-1.2	-0.3	1.2	0.8	-0.5	-1	1	-4	-1.4	0.6
COc1ccc([C@H]2Oc3cc(O)cc(O)c3C(=O)C2[C@@H]2C(=O)c3c(O)cc(O)cc3O[C@@H]2c2ccc(OC)cc2)cc1 (some centres not stated)	-94	-1.7	0.0	·	·	-1.2	-1	9	-6	-1.1	-0.2
Clc1cc(Cl)c(Cl)cc1Cl	-3	-0.8	-0.2	-0.1	2.9	-1.9	-2	2	0	-1.2	-0.2
Cc1ccc(S(=O)(=O)n2c3ccc(Cl)cc3c3nc(C)sc32)cc1	-1	0.0	-0.1	0.6	3.9	-0.2	-1	8	9	-1.4	-0.9
O=C(COC(=O)c1ccc(O)cc1O)c1ccc2c(c1)OCCO2	-8	-0.9	-0.2	-0.5	0.2	-0.6	-5	-1	-1	-0.7	-0.9
COc1ccccc1OCC(=O)Nc1ccc2c(c1)n(C)c(=O)n2C	1	-4.6	0.8	1.7	0.1	-0.7	-2	-2	-4	-1.8	-0.1
CC1(C)CC2(CC(C)(C)NC(=O)N2)NC(=O)N1	3	2.6	0.2	-0.6	1.4	0.2	1	6	1	-1.2	0.0
O=S1(=O)CCOC[C@H](CC2CCCCC2)N1Cc1ccc(F)cc1	-4	0.5	-0.4	0.9	2.5	-2.2	0	-4	-3	-1.6	-0.5
CCOC(=O)c1cc(-c2ccccc2)sc1NC(=O)C(C)N1C(=O)NC(C)(c2ccc(Cl)cc2)C1=O (configuration not stated)	-14	-1.0	-2.0	0.7	-0.7	-1.6	-2	-3	1	-1.2	-0.8
[O-][n+]1c2c(nn1-c1ccc(Cl)c(Cl)c1)-c1nonc1CC2	5	2.6	-0.2	0.5	0.8	-0.8	0	10	-3	-0.8	-0.7
CC1CN(Cc2ccccc2)C(=O)N(c2ccccc2)C1=O (configuration not stated)	1	-2.1	0.0	-0.4	-0.3	-0.7	5	-1	-2	-0.4	-0.4
CC(=O)Nc1cc(C(C)(C)C)c(O)c(C(C)(C)C)c1	-2	-3.5	-0.3	-0.5	1.3	-0.1	3	5	5	-1.0	-0.3
O=C(COC(=O)c1cccc(NS(=O)(=O)/C=C/c2ccccc2)c1)Nc1ccccc1OC(F)F	-53	-0.1	0.7	1.1	0.0	-0.6	-1	-8	2	-1.0	0.7
Cc1nn(C)c(=O)n1-c1ccc(Oc2ccccc2)cc1	2	-0.9	-0.1	1.0	-1.5	-1.5	-1	4	7	-1.9	-0.8
COc1ccc(-c2cc(C(=O)N3CCN(c4ncccn4)CC3)c3ccccc3n2)c(OC)c1	-4	-5.8	0.1	-1.9	-1.7	-1.9	-2	7	6	-1.5	-1.4

No new results follow: an excerpt of the list.
SMILES	sPLA2-III inh	hgDAF12 agonist	proKLK7 act	DAX1 inh-1	GAA850 FXN act	hcDAF12 agonist	SMARCA2 activ	GC-A act	GC-B act	ssDAF12 agonist	DAX1 inh-2
Clc1cc(Cl)c(Cl)cc1Cl	-3	-0.8	-0.2	-0.1	2.9	-1.9	-2	2	0	-1.2	-0.2
Cc1ccc(S(=O)(=O)n2c3ccc(Cl)cc3c3nc(C)sc32)cc1	-1	0.0	-0.1	0.6	3.9	-0.2	-1	8	9	-1.4	-0.9
O=C(COC(=O)c1ccc(O)cc1O)c1ccc2c(c1)OCCO2	-8	-0.9	-0.2	-0.5	0.2	-0.6	-5	-1	-1	-0.7	-0.9
COc1ccccc1OCC(=O)Nc1ccc2c(c1)n(C)c(=O)n2C	1	-4.6	0.8	1.7	0.1	-0.7	-2	-2	-4	-1.8	-0.1
CC1(C)CC2(CC(C)(C)NC(=O)N2)NC(=O)N1	3	2.6	0.2	-0.6	1.4	0.2	1	6	1	-1.2	0.0
O=S1(=O)CCOC[C@H](CC2CCCCC2)N1Cc1ccc(F)cc1	-4	0.5	-0.4	0.9	2.5	-2.2	0	-4	-3	-1.6	-0.5
CCOC(=O)c1cc(-c2ccccc2)sc1NC(=O)C(C)N1C(=O)NC(C)(c2ccc(Cl)cc2)C1=O (configuration not stated)	-14	-1.0	-2.0	0.7	-0.7	-1.6	-2	-3	1	-1.2	-0.8
[O-][n+]1c2c(nn1-c1ccc(Cl)c(Cl)c1)-c1nonc1CC2	5	2.6	-0.2	0.5	0.8	-0.8	0	10	-3	-0.8	-0.7
CC1CN(Cc2ccccc2)C(=O)N(c2ccccc2)C1=O (configuration not stated)	1	-2.1	0.0	-0.4	-0.3	-0.7	5	-1	-2	-0.4	-0.4
CC(=O)Nc1cc(C(C)(C)C)c(O)c(C(C)(C)C)c1	-2	-3.5	-0.3	-0.5	1.3	-0.1	3	5	5	-1.0	-0.3

Continuation:
SMILES	sPLA2-III inh	hgDAF12 agonist	proKLK7 act	DAX1 inh-1	GAA850 FXN act	hcDAF12 agonist	SMARCA2 activ	GC-A act	GC-B act	ssDAF12 agonist	DAX1 inh-2
COC(=O)C1=C(N)c2c(F)cccc2C1(C#N)c1ccccc1 (configuration not stated)	1	-2.5	-0.8	-0.1	2.2	-2.2	-2	0	1	-1.2	0.5
O=C(/C=C/c1ccccc1[N+](=O)[O-])NCc1ccccc1Cl	-9	4.0	-0.8	-0.5	4.8	0.2	-4	0	-3	-0.9	-0.2
COc1cccc(-c2nnc(SCc3ccc(C#N)cc3)n2Cc2ccco2)c1	-4	0.5	0.0	0.1	1.4	-1.6	1	3	-12	-1.4	-0.9
C[C@H]1CC[C@@]2(O[C@@H](CCO)C[C@@H](O)[C@@H]2O)O1	8	-2.5	0.1	0.1	-0.5	-1.0	0	2	6	-1.5	-0.3
CCN1CCN(C(=O)c2sc3ncnc(N4CCc5ccccc5C4)c3c2C)CC1	0	-0.4	0.2	-1.7	2.9	0.5	-2	-1	2	-1.5	0.3
Cc1cccc(Nc2ncnc3onc(-c4cccc(Cl)c4)c23)c1	8	-0.6	0.6	0.7	2.3	-0.7	-1	-3	-3	-1.0	-0.9
COc1ccc2cc(C#N)c(N3CCOCC3)nc2c1	2	1.7	4.6	0.0	-1.3	-1.8	-1	0	-1	-0.9	-1.3
O=c1[nH]c2cc3c(cc2cc1CN(Cc1nnnn1CC1CCCO1)C1CCCCC1)OCO3 (configuration not stated)	-5	4.0	51*	-0.2	1.0	-0.1	0	6	5	-1.5	1.3
OCCCN=c1cc(-c2ccccc2)oc2ccc(Cl)cc12	-5	18*	0.3	1.4	0.3	3.6	12*	0	0	0.0	0.4
COc1ccccc1N1CCN(C(=O)c2c(-c3ccccc3)noc2C)CC1	3	0.8	0.1	-2.8	-5.4	-2.5	1	-9	-1	-1.2	-2.1
COc1cccc(CN(C)C(=O)CCc2nnc(-c3ccsc3)o2)c1	-1	3.4	0.5	-0.8	2.3	-0.4	2	-6	2	-1.8	-0.1
Oc1ccc(-c2cn3c(n2)SCC3)cc1	-1	5.6	0.0	-0.2	0.2	-0.8	2	-6	-5	-0.6	0.6
Cc1ccc2c(c1)C1CC(C)(O2)N(c2cccc(C(=O)NCc3ccccn3)c2)C(=O)N1 (configuration not stated)	-2	-1.2	0.5	0.7	-0.2	-0.6	5	1	4	-1.0	-0.7
O=S(=O)(c1ccccc1)C1Cc2ccccc2C1Cl (configuration not stated)	-45	1.9	0.3	·	1.8	3.9	-7	2	-1	-1.3	0.2
Nc1nc(N)c2ncc(C(=O)CCc3ccccc3)nc2n1	0	-0.3	7.8	1.2	2.3	-1.1	-2	-2	2	-1.3	0.6
CN1CCN(C(=S)c2ccc(N(C)C)cc2)CC1	6	-2.6	-0.8	1.3	2.4	-0.5	-2	2	2	-1.1	0.5
CN(C)C1=NCCN1CCCC1CCCCC1	7	0.8	-0.5	-2.0	-1.3	-0.7	0	2	5	-0.8	-0.4
COc1ccc(S(=O)(=O)NCCc2ccccc2)cc1	-6	-0.8	-0.3	-0.2	2.7	0.5	5	1	3	-0.4	-0.2
COc1ccc(C(=O)NCC(=O)N2CCC(Cc3ccccc3)CC2)cc1OC	2	-4.8	0.2	-1.9	-0.2	-2.3	-3	-3	-7	-1.2	-1.9
Cc1ccc(C=C2C(=O)c3ccccc3C2=O)s1	3	0.1	0.3	-0.2	3.1	2.8	0	4	-4	0.6	1.1
O=C(CSc1ncccn1)NC(=O)NCc1ccccc1	10	0.0	-0.8	0.9	-1.9	-1.0	-2	3	2	-1.1	-0.7
